hcDAF12 agonist: activates DAF-12 receptor from parasite H. contortus; HEK293 hcDAF-12 lit1-tk-luc reporter, luminescence; 0% DMSO, 100% Δ7-dafachronic acid; activation, % at 6.8 µM; actives 1.4% (n = 370,000); AID 652067;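 active means activation above the mean of all tested compounds plus 3 SD, cut at about 5.5% in these data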;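 further: 100% = response to 3 µM Δ7-dafachronic acid high control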
SMARCA2 act: activators of SMARCA2 function | MG213 cells, MMTV-luciferase reporter, dexamethasone, overnight | activation, % at 9.1 µM | actives 1% (n = 370,000) | AID 652017; in the data active means activation above about 7.8%;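 further: 0% = vehicle wells and 100% = reference activator wells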
ssDAF12 agonist: activators of S. stercoralis DAF-12 nuclear receptor. actives 1% (n = 370,000). AID 652126. HEK293 ssDAF-12/GRIP1 lit1-tk-luc reporter, luminescence; % of 3 µM dafachronic acid response. activation, % at 6.8 µM;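 active means activation above the mean over all tested compounds plus 3 SD, cut at about 0.9% in these data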;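 further: 0% = DMSO-only wells and 100% = 3 µM delta7-dafachronic acid wells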
hgDAF-12 ag: agonists of H. glycines DAF-12 nuclear receptor | actives 1.8% (n = 370,000) | activation, % at 6.8 µM | HEK293 GAL4-hgDAF12 UAS-luciferase reporter, agonist luminescence; normalized to butyrate control;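 active means activation above a cutoff set at the mean of all screened compounds plus 3 SD, cut at about 10% in these data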;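 further: 0% = DMSO wells and 100% = sodium butyrate wells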
PG9 binder: PG9 antibody binding by small molecule. TR-FRET gp120-PG9 antibody binding. inhibition, % at 6.7 µM. actives 0.43% (n = 360,000); in the data active means inhibition above about 8.5%
NPR1 activator: GC-A (human) enzyme activation. P16066. HEK293 GC-A cells, cGMP TR-FRET, EC30 ANP; 0% at EC30 ANP, 100% saturating ANP. activation, % at 10 µM. actives 0.14% (n = 370,000); in the data active means activation above about 40%
ADAM10 inh: inhibitors of human ADAM10; recombinant ADAM10, EDANS/DABCYL FRET peptide cleavage, 3 h; inhibition, % at 7 µM; actives 0.62% (n = 370,000);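 active means inhibition above a per-campaign cutoff equal to the mean of compounds falling between control-based bounds plus 3 SD, cut at about 20% in these data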;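 further: 0% = DMSO wells while the 100% control is not disclosed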
Target sequence (O14672 214-748 limits assumed): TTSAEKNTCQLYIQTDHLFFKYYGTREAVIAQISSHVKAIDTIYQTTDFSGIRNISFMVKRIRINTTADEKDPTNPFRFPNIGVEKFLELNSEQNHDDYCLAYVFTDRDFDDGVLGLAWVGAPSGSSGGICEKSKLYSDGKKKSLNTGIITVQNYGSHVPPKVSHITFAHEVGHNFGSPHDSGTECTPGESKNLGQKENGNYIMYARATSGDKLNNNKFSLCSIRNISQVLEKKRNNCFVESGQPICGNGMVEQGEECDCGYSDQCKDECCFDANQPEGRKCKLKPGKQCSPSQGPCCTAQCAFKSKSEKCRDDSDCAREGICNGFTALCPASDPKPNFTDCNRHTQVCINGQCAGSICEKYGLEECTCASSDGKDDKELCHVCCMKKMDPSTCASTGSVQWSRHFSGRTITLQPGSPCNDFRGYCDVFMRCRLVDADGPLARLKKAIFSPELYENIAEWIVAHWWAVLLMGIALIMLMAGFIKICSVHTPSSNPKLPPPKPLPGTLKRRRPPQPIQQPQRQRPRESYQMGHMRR
GAA850 FXN act: activators of GAA850 frataxin (FXN) promoter | HEK293 lucGAA850 FXN promoter luciferase reporter, 24 h; percent of 10 µM SAHA response | activation, % at 6 µM | actives 0.56% (n = 360,000) | AID 540364;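 active means activation above the average of all compounds screened plus 3 SD, cutoff fixed separately per campaign, cut at about 7.5% in these data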;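 further: 0% = DMSO wells and 100% = 10 µM SAHA wells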
DAX1 inh-1: inhibitors of human orphan nuclear receptor DAX1 (NR0B1) | P51843 | AID 504766 | inhibition, % at 6.75 µM | actives 0.99% (n = 340,000) | HEK293 Gal4-DAX1 luciferase reporter, luminescence;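 active means inhibition above the mean over all tested compounds plus 3 SD, cut at about 4.2% in these data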;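 further: 0% = DAX1-transfected cells with DMSO and 100% = empty-vector control cells with DMSO; inhibition shows as a rise in luminescence from relieved DAX1 repression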
DAX1 inh-2: inhibitors of DAX1 repression of SF-1 activated StAR promoter. actives 1.1% (n = 370,000). HEK293T StAR-luciferase reporter, SF-1/DAX-1 repression relief. AID 652010. inhibition, % at 6.8 µM;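 active means inhibition above the mean over all tested compounds plus 3 SD, cut at about 3.6% in these data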;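 further: 0% = DAX-1 cells with DMSO and 100% = cells lacking DAX-1 with DMSO; higher inhibition means more luminescence from relief of DAX-1 repression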
ADAM17 inh: inhibits human ADAM17; AID 720648; inhibition, % at 6.95 µM; P78536; actives 0.83% (n = 370,000); recombinant ADAM17, EDANS/DABCYL FRET peptide cleavage;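 active means inhibition above the mean of compounds lying between control limits plus 3 SD, set per campaign, cut at about 8.5% in these data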;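 further: 0% = DMSO-only wells as the low control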
Target sequence (P78536 215-824 limits assumed): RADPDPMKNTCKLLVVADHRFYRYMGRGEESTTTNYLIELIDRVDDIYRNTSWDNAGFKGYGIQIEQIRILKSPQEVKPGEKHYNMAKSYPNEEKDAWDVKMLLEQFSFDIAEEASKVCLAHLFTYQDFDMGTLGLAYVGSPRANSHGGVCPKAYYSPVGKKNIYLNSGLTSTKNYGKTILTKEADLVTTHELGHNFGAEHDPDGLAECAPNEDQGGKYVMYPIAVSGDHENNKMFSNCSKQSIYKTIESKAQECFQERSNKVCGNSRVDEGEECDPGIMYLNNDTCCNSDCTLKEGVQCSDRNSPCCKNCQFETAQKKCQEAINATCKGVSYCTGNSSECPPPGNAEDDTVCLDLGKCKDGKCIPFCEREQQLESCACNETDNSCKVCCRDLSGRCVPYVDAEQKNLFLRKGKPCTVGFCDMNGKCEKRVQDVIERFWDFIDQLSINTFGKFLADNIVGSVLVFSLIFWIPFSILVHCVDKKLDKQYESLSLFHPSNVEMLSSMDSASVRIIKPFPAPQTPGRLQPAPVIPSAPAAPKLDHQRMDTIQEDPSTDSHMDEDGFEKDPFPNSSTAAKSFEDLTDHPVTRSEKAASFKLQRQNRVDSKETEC
An asterisk follows results filed as active; i = inactive; . = not tested or not shown.

SMILES	hcDAF12 agonist	SMARCA2 act	ssDAF12 agonist	hgDAF-12 ag	PG9 binder	NPR1 activator	ADAM10 inh	GAA850 FXN act	DAX1 inh-1	DAX1 inh-2	ADAM17 inh
CC1CCCCN1S(=O)(=O)c1ccc2c(c1)C(C)(C)C(=O)N2C (stereo not given)	-1.4	-3	-0.2	-2.7	-0.7	4	-23	0.4	-0.2	0.1	-3
CCN(CC)c1ccc(/C=N/Nc2nc(C)cc(=O)[nH]2)cc1	-3.4	-2	-1.6	-3.2	-15	-9	-19	-1.8	0.2	-1.5	-6
COc1ccc(C(=O)Nc2cc(OC)c(Cl)cc2Cl)cc1	-0.6	2	-0.3	5.0	-1.3	-2	0	1.6	0.4	-0.8	0
CCc1ccc(OCC(=O)NNC(=O)c2cnccn2)c(Br)c1	-0.4	-1	-0.5	1.4	-2.7	1	2	-0.4	0.9	-0.7	5
CC(=O)Nc1ccc(-n2c(C)ccc2C)cc1	-1.3	1	-1.0	8.8	-0.1	-4	-5	1.6	-0.1	0.0	-6
C/C(C=NNC(=O)c1cc(-c2ccc(C)c(C)c2)n[nH]1)=C/c1ccco1	-1.6	0	-1.5	4.0	.	-3	-7	.	.	-3.1	-1
O=C(CCc1ccccc1)N[C@H]1[C@@H](OC(=O)c2cnccn2)CCC[C@@]12C(=O)N(Cc1ccccc1)c1ccccc12	4.1	-2	-1.7	1.6	.	-4	5	.	.	-1.0	6
NC(=O)/C(=C\c1ccncc1)c1cccc2ccccc12	-1.9	-1	-1.2	2.4	1.1	1	0	-2.3	-0.6	-0.1	-5
COc1cc(CCC(=O)OCC(=O)NCCc2ccc(S(N)(=O)=O)cc2)cc(OC)c1OC	-0.2	0	-0.8	-2.1	0.7	1	-6	-1.0	0.5	2.7	3
O=C(CC1C(=O)NCCN1Cc1c(F)cccc1Cl)NCCC1=CCCCC1 (stereo not given)	-1.6	4	-1.2	-1.4	0.5	-2	9	0.4	-0.3	-0.5	2
Cc1cc(OCC(=O)OCC(=O)N(C)c2c(N)n(Cc3ccccc3)c(=O)[nH]c2=O)ccc1Cl	0.5	0	-1.5	1.5	-0.3	-2	6	-1.1	1.2	-1.1	1
CC(=O)N1c2ccc(S(=O)(=O)N3CCOCC3)cc2CC1C (stereo not given)	-0.3	-3	-0.5	0.6	0.1	-4	-6	-1.0	-0.1	0.3	4
Cc1ccc(C)c(S(=O)(=O)N2CCCC2CNC(=O)c2ccc([N+](=O)[O-])cc2)c1 (stereo not given)	-3.0	-2	-1.2	-3.0	0.6	3	-1	4.6	-0.8	-3.2	-1
Cc1cc(C)c2c(c1)/C(=N/NC(=S)Nc1ccc(F)cc1)CCC2	-0.5	-2	-1.1	1.2	-0.3	-7	-9	0.8	0.5	0.0	-4
COc1ccc(C2(C(=O)Nc3ccc(C)c(C)c3)CCOCC2)cc1	-2.3	-5	-1.3	-1.2	-2.4	-1	-13	2.4	0.4	-0.5	-5
O=c1cc(CO)oc(CN2CCN(c3cccc(C(F)(F)F)c3)CC2)c1O	0.3	0	-1.4	1.6	0.6	-7	8	-1.8	-0.6	0.4	-1
COc1ccc(Cl)cc1C(=O)NCC#N	1.7	-1	-0.3	1.1	1.6	1	8	-3.7	0.1	0.1	-8
CC(C)C1C(=O)N(Cc2cn(Cc3ccco3)nn2)CCS(=O)(=O)N1Cc1ccc(-c2ccccc2)cc1 (stereo not given)	-1.9	-5	-1.3	-1.7	0.0	-9	6	-1.1	0.1	-0.1	4
O=C1[C@@H]2Cc3c([nH]c4ccccc34)C(c3ccccc3)N2C(=O)CN1C1CC1 (stereo not given in full)	4.2	2	-0.2	-0.1	-0.5	13	-3	-0.5	1.5	-0.7	-2
O=C1CN(C(=O)COC(=O)c2ccccc2NC(=O)c2ccco2)c2ccccc2N1	-2.4	-4	-1.1	-1.9	0.8	-23	-22	-0.7	-0.9	-0.5	-1
CCCCc1ccc(NS(=O)(=O)N(C)C)cc1	-1.5	0	-1.1	5.1	-1.5	0	4	-0.9	0.2	-0.1	-2
CC(C)CC(=O)N1CCC(N(CCc2ccccc2)Cc2ccccc2)CC1	-2.4	-3	-1.2	-1.3	-3.0	-5	2	2.1	1.8	-1.1	0
COc1ccccc1N(O)C1CC(=O)N(c2ccc(Br)cc2)C1=O (stereo not given)	1.3	2	-1.0	1.4	-0.7	1	4	-0.6	-0.3	-0.5	3
OCC[C@@H]1C[C@H](O)[C@@H](O)[C@]2(OCCc3cc(Cl)ccc32)O1	-1.1	-1	-1.2	2.5	0.5	4	-4	.	.	2.8	-3
COc1ccc(OCCNS(=O)(=O)c2ccccc2)cc1	-0.1	-1	-1.2	0.9	-1.0	2	-3	-1.8	-0.2	0.2	-2
O=C(NC1=NCCS1)c1ccccc1	-0.6	-2	0.0	3.1	-0.5	7	9	2.6	1.3	0.6	3
COc1cccc(N2CCN(C(=O)Nc3ccc4c(c3)NC(=O)CO4)CC2)c1	-0.8	1	-1.8	-2.5	0.3	4	-9	-2.1	0.1	-0.1	-6
COC(=O)C1CCN(C(=O)c2cc(S(=O)(=O)N3CCCCC3)ccc2Cl)CC1	0.5	5	-1.1	2.1	-0.9	1	5	1.3	1.9	-1.9	-3
C[C@H](NC(=O)OCc1ccccc1)c1nnc([C@H](Cc2ccccc2)NC(=O)OC(C)(C)C)o1	-0.5	0	-1.7	-0.9	0.2	3	4	-1.2	-0.2	-0.8	-2
CCCCCC(=O)N1C[C@@H](O)[C@H](n2cc(COC(=O)c3ccccc3)nn2)C[C@@H]1c1ccc(Cl)cc1	-2.4	-2	-1.1	1.7	0.0	-1	9	-2.6	0.2	-1.1	4
CCOc1ccc2nc(NC(=O)c3c([N+](=O)[O-])cnn3CC)sc2c1	-0.6	-3	-1.2	-1.1	-1.9	-2	1	-0.8	0.1	-0.2	-1
Cc1cc(=O)oc2c3c(cc(OCC(=O)N[C@H](C(=O)O)c4ccccc4)c12)OC(C)(C)CC3	-1.5	0	-1.6	-2.9	0.7	-2	i	-2.0	2.0	1.1	i
Cc1ccc(C)c(NC(=O)NNS(=O)(=O)c2ccc(C)c(C)c2)c1	-0.1	-2	-1.0	-0.8	-0.9	-4	0	2.5	-1.2	1.3	-5
COC(=O)NCc1ccc2c(c1)OCO2	-0.6	-3	-1.0	1.8	0.5	2	4	-0.6	0.0	-0.2	-4
CCc1ccccc1NNC(=O)c1snnc1C	1.0	0	-1.6	0.2	-1.1	0	-5	0.2	.	0.1	-3
COc1ccc(OC)c(C2/C(=C(/O)c3ccccc3)C(=O)C(=O)N2Cc2ccco2)c1 (stereo not given)	-1.7	-2	-1.3	0.9	1.2	2	6	2.5	-0.8	-0.6	2

4 of the compounds above, with each value named.
> CCOc1ccc2nc(NC(=O)c3c([N+](=O)[O-])cnn3CC)sc2c1
  hcDAF12 agonist: -0.6; SMARCA2 act: -3; ssDAF12 agonist: -1.2; hgDAF-12 ag: -1.1; PG9 binder: -1.9; NPR1 activator: -2; ADAM10 inh: 1; GAA850 FXN act: -0.8; DAX1 inh-1: 0.1; DAX1 inh-2: -0.2; ADAM17 inh: -1

> Cc1cc(=O)oc2c3c(cc(OCC(=O)N[C@H](C(=O)O)c4ccccc4)c12)OC(C)(C)CC3
  hcDAF12 agonist: -1.5; SMARCA2 act: 0; ssDAF12 agonist: -1.6; hgDAF-12 ag: -2.9; PG9 binder: 0.7; NPR1 activator: -2; ADAM10 inh: i; GAA850 FXN act: -2.0; DAX1 inh-1: 2.0; DAX1 inh-2: 1.1; ADAM17 inh: i

> Cc1ccc(C)c(NC(=O)NNS(=O)(=O)c2ccc(C)c(C)c2)c1
  hcDAF12 agonist: -0.1; SMARCA2 act: -2; ssDAF12 agonist: -1.0; hgDAF-12 ag: -0.8; PG9 binder: -0.9; NPR1 activator: -4; ADAM10 inh: 0; GAA850 FXN act: 2.5; DAX1 inh-1: -1.2; DAX1 inh-2: 1.3; ADAM17 inh: -5

> COC(=O)NCc1ccc2c(c1)OCO2
  hcDAF12 agonist: -0.6; SMARCA2 act: -3; ssDAF12 agonist: -1.0; hgDAF-12 ag: 1.8; PG9 binder: 0.5; NPR1 activator: 2; ADAM10 inh: 4; GAA850 FXN act: -0.6; DAX1 inh-1: 0.0; DAX1 inh-2: -0.2; ADAM17 inh: -4

New compounds follow.
SMILES	hcDAF12 agonist	SMARCA2 act	ssDAF12 agonist	hgDAF-12 ag	PG9 binder	NPR1 activator	ADAM10 inh	GAA850 FXN act	DAX1 inh-1	DAX1 inh-2	ADAM17 inh
NC(=O)C1CCN(C(=O)CN2CCCc3ccccc32)CC1	2.1	2	-0.2	1.4	-2.3	0	-10	2.8	-0.2	-0.1	-6
Cc1cccc(N/C(N)=N/c2nc(C)c(Cc3ccccc3)c(=O)[nH]2)c1	-1.0	1	-1.5	-1.8	-1.0	-4	-3	-0.8	1.4	0.1	0
Cc1ccc(C)n1-n1c(C)nc2scc(-c3ccccc3)c2c1=O	-2.1	-2	-1.2	2.8	1.8	-4	1	-2.1	-0.9	0.0	-2
O=C(O)C(=Cc1ccncc1)c1cccc2ccccc12	0.4	-1	-0.7	0.8	-1.1	-3	-5	1.3	1.1	-0.7	-2
Cc1nnc2n(C)c(=O)c3c4c(sc3n12)COC(C)(C)C4	-1.3	1	-1.1	3.7	-1.8	8	0	-1.8	-0.6	-0.3	-6
CCOC(=O)N1CCC(N2CCCC(C(=O)c3cccc(OC)c3)C2)CC1 (stereo not given)	2.0	-2	-1.6	0.2	-1.6	3	-11	3.6	-0.3	0.6	-4
COCCCNC(=O)c1ccc(-c2c(C)noc2C)c2ccoc12	-0.2	-5	-0.8	-2.5	0.7	10	-21	2.2	.	0.2	-6
O=C(c1cc(C(=O)N2CCOCC2)c2nc3ccccc3n2c1)c1cc(Cl)cc(Cl)c1O	0.1	-1	-2.1	-1.6	0.0	-7	-4	0.9	-1.2	-0.1	-4
Cc1ccccc1C(=O)O	0.6	-4	-1.7	-1.6	-2.6	-1	3	2.1	0.7	0.1	-1
O=C(Nc1ccnn1C1CCN(Cc2cc(Cl)ccc2O)CC1)c1cccnc1	1.2	-1	-0.7	-0.7	0.8	-4	-1	1.3	1.6	-1.0	-6
COc1ccc(C(C(=O)NC(C)(C)C)N(C(=O)CNC(=O)c2cccs2)c2ccc(C(C)C)cc2)cc1OC (stereo not given)	-0.3	-1	-0.8	-1.2	0.3	-5	9	-1.3	-0.8	0.1	2
COc1ccc(NC(=O)Cn2nnc(C(=O)NCc3ccc4c(c3)OCO4)c2N)cc1	-1.5	5	-0.8	-1.2	-2.6	0	1	2.7	-0.1	-0.7	0
CC(=O)N(C(C)=O)c1nc(-c2ccccc2)cn1/N=C/c1ccccc1	-0.8	1	-1.0	-1.8	0.0	2	1	0.6	-0.2	-0.1	-1
Cc1sc(N(C(=O)CCc2ccccc2)c2ccc(C(=O)O)cc2)nc1-c1ccccc1	0.3	-3	-0.9	-0.8	-0.5	-6	13	1.2	1.4	-0.3	-2
CC1(C(=O)NCc2cccnc2)CCN1C(=O)Cc1cccs1 (stereo not given)	1.6	-1	-1.0	3.2	0.0	4	-9	-0.5	.	0.7	-1
Cc1ccc(NC(=O)C2CCN(S(=O)(=O)c3ccc4c(c3)CCCC(=O)N4)CC2)cc1N(C)C	-4.0	-2	-1.0	-1.7	-0.8	2	2	0.0	0.5	-0.3	3
O=c1cc(CSc2nnc(COc3ccccc3)o2)c2ccccc2[nH]1	-0.7	1	-1.4	-0.4	-12	-5	-6	1.5	-0.1	-0.9	-1
